# Gal4-VP16 FLuc – counter-screen for ROR gamma inhibitors: Gal4-VP16 reporter. Drosophila S2 Gal4-VP16 UAS-luciferase, luminescence, 20 h. Potency, µM (series often up to 53.6 µM), for the others: at the highest dose activity, negative = inhibition, usual class: inhibitors. hit rate 3.5% among 310,000;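 further: Gal4-VP16 expression switched on by copper sulfate through the metallothionein promoter; on the % scale 0 is the no-effect control and ±100 the full control effect; nearly all actives have a fitted effect of over 50% in size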
# uPA surface inh – cell surface uPA generation inhibition | hit rate 0.31% among 330,000 | cell surface uPA generation assay, qHTS | Potency, µM (highest dose often 38.3 µM), inactives show at the highest dose activity change, negative = inhibition, most hits filed as inhibitors; active means well fitted inhibition curve with a large enough effect; inconclusive means small, poorly fitted or top-dose-only effect; inactive means no such curve, though single readings can be large or run the other way; tested in mouse RAW 264.7 cells; further: on the % scale 0 is the no-effect control and ±100 the full control effect; nearly all actives have a fitted effect of over 55% in size
# FLuc counter – counter-screen for miR-21 project: firefly luciferase inhibitors or activators; P08659; Potency, µM (highest dose often 57.5 µM), for the others: top-dose activity change, negative = inhibition, hits mostly inhibitors; hit rate 6.9% among 360,000; purified FLuc, Km substrates, luminescence inhibition;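 further: plate controls were vehicle for no effect and reference inhibitor for full effect; nearly all actives have a fitted effect of over 55% in size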
# Target sequence (P08659 whole entry, looked up): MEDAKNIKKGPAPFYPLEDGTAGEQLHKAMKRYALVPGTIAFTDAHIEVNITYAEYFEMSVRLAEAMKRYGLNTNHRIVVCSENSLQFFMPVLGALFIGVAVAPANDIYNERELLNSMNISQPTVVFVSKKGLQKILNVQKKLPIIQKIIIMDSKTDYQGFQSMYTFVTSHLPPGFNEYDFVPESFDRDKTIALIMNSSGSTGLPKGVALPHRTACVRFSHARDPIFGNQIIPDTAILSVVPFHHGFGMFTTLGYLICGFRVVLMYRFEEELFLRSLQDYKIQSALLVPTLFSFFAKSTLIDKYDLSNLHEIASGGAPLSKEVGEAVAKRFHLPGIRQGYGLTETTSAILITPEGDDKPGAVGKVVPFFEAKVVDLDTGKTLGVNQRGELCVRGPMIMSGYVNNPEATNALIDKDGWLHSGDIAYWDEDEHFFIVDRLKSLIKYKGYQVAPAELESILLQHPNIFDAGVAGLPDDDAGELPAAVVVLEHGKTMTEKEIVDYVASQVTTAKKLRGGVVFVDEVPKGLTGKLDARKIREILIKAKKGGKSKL
#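 Purified P. pyralis luciferase, 10 nM final, with Km-level 10 uM D-luciferin and 10 uM ATP in 50 mM Tris acetate pH 7.5, 10 mM Mg acetate, 0.01% Tween-20, 0.05% BSA; 6-point qHTS titration about 60 µM downward; luminescence read.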
# MLL CXXC-DNA inh – blocks binding of human MLL CXXC domain to DNA. Q03164. MLL-CXXC / FITC-HOXA9 DNA fluorescence polarization. Potency, µM (top dose mostly 115 µM), for the others: at the top dose activity change, negative = inhibition, usual class: inhibitors. hit rate 0.037% among 290,000; active means well fitted inhibition curve with a large enough effect in the polarisation, with a control signal flat, not every such curve was filed as active; inconclusive means small, poorly fitted or top-dose-only effect, or effect the other way, or a change in a side signal; inactive means no such curve, though single readings can be large or run the other way; the % refers to the polarisation
#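 Fluorescence polarization: 7 uM MLL-CXXC (stock) preincubated 5 min with compounds, then 50 nM fluorescein-HOX-A9 DNA (stock) added; 30 min ambient. Buffer 50 mM Tris-HCl pH 7.5, 50 mM NaCl, 1 mM DTT, 0.05% BSA.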
# NPC1 promoter act – activators of NPC1 promoter | Huh7 NPC1 promoter luciferase reporter, 24 h | Potency, µM (titrated, usually from 9.22 µM), for the others: at the highest dose activation, most hits filed as activators | hit rate 2.4% among 320,000 | AID 485313;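 further: % of control where 0% means no effect; nearly all actives have a fitted effect of over 60% in size; reporter is driven by a mutant NPC1 promoter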
#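 In 1536-well qHTS, Huh7 cells harboring an NPC1 promoter–luciferase construct received compound for 24 h; activation was quantified by luminescence following luciferase reagent addition.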
# MBNL1-CUG inh – inhibitors of human MBNL1 binding to CUG repeat RNA. Potency, µM (top dose mostly 57.5 µM), inactives show top-dose activity change, negative = inhibition, most hits filed as inhibitors. Q9NR56. hit rate 0.036% among 280,000. TR-FRET MBNL1-His/biotin-(CUG)12 binding, 665/545 ratio; active means well fitted inhibition curve with a large enough effect in the signal ratio, with a control signal flat, not every such curve was filed as active; inconclusive means small, poorly fitted or top-dose-only effect, or effect the other way, or a change in a side signal; inactive means no such curve, though single readings can be large or run the other way; the % refers to the signal ratio; further: on the % scale 0 is the no-effect control and ±100 the full control effect
#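 Compound titration spanned 92 nM–58 uM against the MBNL1-His/biotin-(CUG)12 complex. After 60 min at room temperature with 5 nM streptavidin-XL665 and 0.055 ng/ul terbium anti-His, ratiometric 665/545 nm emission (Ex 340 nm) normalized to controls.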
# RORgamma inh – blocks mouse ROR gamma transcriptional activity; P51450; Drosophila S2 Gal4-RORgamma UAS-luciferase reporter, 20 h; Potency, µM (top dose mostly 53.6 µM), without a hit: at the highest dose activity change, negative = inhibition, hits mostly inhibitors; hit rate 5.4% among 310,000; AID 2551; further: on the % scale 0 is the no-effect control and ±100 the full control effect; nearly all actives have a fitted effect of over 60% in size
# Target sequence (P51450 whole entry, looked up, the tested form may be a part): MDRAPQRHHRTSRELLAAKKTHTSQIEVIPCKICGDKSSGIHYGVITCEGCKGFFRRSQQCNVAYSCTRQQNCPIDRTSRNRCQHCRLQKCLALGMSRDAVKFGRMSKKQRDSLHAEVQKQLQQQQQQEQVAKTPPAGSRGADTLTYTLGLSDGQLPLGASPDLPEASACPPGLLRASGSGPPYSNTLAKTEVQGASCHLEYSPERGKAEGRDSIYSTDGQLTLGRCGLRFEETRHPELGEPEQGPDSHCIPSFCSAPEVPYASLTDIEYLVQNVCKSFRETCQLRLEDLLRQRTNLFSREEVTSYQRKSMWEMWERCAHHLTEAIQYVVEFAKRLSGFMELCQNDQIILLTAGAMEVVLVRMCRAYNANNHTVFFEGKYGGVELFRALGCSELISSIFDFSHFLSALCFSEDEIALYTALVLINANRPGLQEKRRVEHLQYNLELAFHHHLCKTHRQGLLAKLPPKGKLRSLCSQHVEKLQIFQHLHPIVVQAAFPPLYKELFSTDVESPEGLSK
#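 Luminescence from a UAS-regulated Photinus luciferase reporter in stably transfected Drosophila Schneider cells is measured; decreased signal marks ROR gamma inhibition. Fusion expression is induced by 700 uM copper sulfate for 20 hr.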
# BRCA1 expr up – increases BRCA1 expression; MCF7-BRCA1-FFLuc reporter, luminescence, 48 h; response scale: scaled: vehicle 0%, 10 µM genistein 100%; Potency, µM (highest dose often 46.1 µM), for inactives: top-dose activation, hits mostly activators; hit rate 1.1% among 380,000; AID 624202; further: nearly all actives have a fitted effect of over 80% in size; some results filed as inactive show a strong effect at the top dose
#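 Luminescence from a BRCA1-driven firefly luciferase in MCF7 cells was the read-out, taken 15 min after substrate addition following 48 h compound exposure at 37 °C. Data were normalized to a 10 microM genistein control and DMSO vehicle.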
# Rab9 prom act – activates the Rab9 promoter; hit rate 2.8% among 320,000; AID 485297; Potency, µM (titrated, usually from 9.22 µM), for inactives: at the highest dose activation, negative = inhibition, hits mostly activators; Huh7 Rab9 promoter-luciferase reporter, luminescence, 24 h; further: % of control where 0% means no effect; nearly all actives have a fitted effect of over 60% in size
#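 Measured in stably transfected Huh7 cells bearing a Rab9 promoter–luciferase construct: 24 h compound treatment at 37 °C, followed by luminescence detection.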
# ELG1 genotoxic – inducers of genotoxicity in HEK293T ELG1-luciferase cells. hit rate 1.3% among 330,000. HEK293T ELG1-luciferase reporter, luminescence, 16 h. Potency, µM (titrated, usually from 46 µM), without a hit: at the highest dose activity change, positive = activation, most hits filed as activators; further: % of control where 0% means no effect; nearly all actives have a fitted effect of over 60% in size
#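 Genotoxic stress is detected as increased luminescence from luciferase-tagged ELG1 in HEK293T cells, measured with ONE-Glo after a 16 hr treatment at 37 °C.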
# p53 reactivation – restores transcriptional activity of mutant p53; Potency, µM (highest dose often 92.2 µM), inactives show top-dose activity change, positive = activation, usual class: activators; AID 504706; H1299 p53-A138V BP100-luciferase reporter, luminescence, 24 h; hit rate 0.063% among 320,000; further: % of control where 0% means no effect; nearly all actives have a fitted effect of over 45% in size
#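 p53-null H1299 cells stably carrying temperature-sensitive p53-A138V and a BP100-luciferase reporter were pinned with compounds (4-point, 1:5 series) and held 24 hrs at 37 deg C. Luminescence was read 10 min after detection reagent.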
# An asterisk follows results filed as active; ? = inconclusive; . = no result given; [ ] = dose if it differs, or a comment. Unless noted, the call rests on the fitted dose curve; in most records, active means well fitted curve in the direction sought with a large enough effect; inconclusive means small, poorly fitted or top-dose-only effect, or another doubt; inactive means no such curve, though single readings can be large; an effect the other way counts as inactive or inconclusive. Potency means the concentration at half of the fitted maximal effect. The list is partial; rates above refer to the full screens.
1) Cn1c(=O)c2c(nc(CN3CCOCC3)n2CCN2CCOCC2)n(C)c1=O
2) COCCNC(=O)Cn1nc(C(F)(F)F)c(Br)c1C
3) Cc1c(C)n(CCN(C)C)c2ncnc(NCc3ccccc3)c12
4) O=C(c1cccc(S(=O)(=O)N2CCOCC2)c1)N(Cc1ccc(F)cc1)Cc1ccco1
5) CC1CCC(NC(=O)CN2CCN(S(=O)(=O)c3cccs3)CC2)CC1 (stereo not given)
6) O=C(O)c1cc([N+](=O)[O-])ccc1NCc1cccnc1
7) O=C(Nc1ccnn1C1CCN(Cc2ccc(C#CCCO)cc2)CC1)c1cccc(F)c1
8) CN(C)CCCN(C(=O)c1ccco1)c1nc(-c2ccc(Cl)cc2)cs1

assay / compound,1,2,3,4,5,6,7,8
Gal4-VP16 FLuc,1%,-2%,-15%,8%,.,0%,4%,?
uPA surface inh,.,4%,0%,?,5%,2%,-4%,?
FLuc counter,1%,7%,-2%,-2%,.,5%,4%,-10%
MLL CXXC-DNA inh,-5%,2%,-2%,-16%,.,10%,2%,21%
NPC1 promoter act,2%,-10%,-4%,-2%,1%,1%,-3%,6%
MBNL1-CUG inh,-1%,-3%,-8%,-4%,.,7%,-2%,?
RORgamma inh,-34%,26%,-2%,43%,.,-1%,24%,-2%
BRCA1 expr up,0%,3%,-15%,-38%,8%,2%,-13%,35%
Rab9 prom act,-3%,-8%,-5%,-13%,-16%,-3%,12%,-8%
ELG1 genotoxic,-4%,0%,3%,-9%,0%,-2%,-5%,0%
p53 reactivation,-9%,-10%,-2%,12%,-15%,.,11%,15%

# Sorted by value in Rab9 prom act (descending): 3 of the compounds above.
no.	smiles	Rab9 prom act
7	O=C(Nc1ccnn1C1CCN(Cc2ccc(C#CCCO)cc2)CC1)c1cccc(F)c1	12%
6	O=C(O)c1cc([N+](=O)[O-])ccc1NCc1cccnc1	-3%
5	CC1CCC(NC(=O)CN2CCN(S(=O)(=O)c3cccs3)CC2)CC1 (stereo not given)	-16%

# Further entries:
9) COCCNC(=O)c1ccccc1NC(=O)c1ccccc1N(C)S(=O)(=O)c1ccc(C)cc1
10) N#C/C(=C/c1ccc(Oc2ccc([N+](=O)[O-])cn2)cc1)C(=O)N1CCOCC1
11) COc1ccc(-c2nsc(SCC(=O)Nc3ccc4c(c3)OCO4)n2)cc1
12) COc1ccc(/C=N/NC(=O)CN(C2=NS(=O)(=O)c3ccccc32)c2ccccc2)cc1OC
13) CCCCCCSc1ccc([C@H]2N[C@@](CC(C)C)(C(=O)OC)[C@H]3C(=O)N(C)C(=O)[C@@H]23)cc1OC
14) O=S(=O)(Cc1ccccc1)Nc1ccc(Br)cn1
15) O=C(CN(C(=O)c1csnn1)c1cccc(Cl)c1)NCCc1ccccc1
16) O=S(=O)(Nc1cc(Cl)ccc1-n1cncn1)c1ccccc1Cl

assay / compound,9,10,11,12,13,14,15,16
Gal4-VP16 FLuc,-9%,-7%,?,-10%,.,1%,-2%,.
uPA surface inh,12%,0%,5%,-5%,?,-2%,10%,2%
FLuc counter,3%,-2%,-6%,-3%,-4%,3%,2%,0%
MLL CXXC-DNA inh,-1%,-8%,-8%,4%,.,-6%,3%,.
NPC1 promoter act,.,0%,17%,1%,-7%,-1%,0%,0%
MBNL1-CUG inh,-10%,?,-1%,-6%,.,-5%,1%,.
RORgamma inh,0%,-16%,?,29%,.,-14%,-2%,.
BRCA1 expr up,3%,-23%,10%,-22%,-57%,61%,-18%,-30%
Rab9 prom act,.,7%,23%,-3%,3%,-3%,-4%,-5%
ELG1 genotoxic,.,-3%,16%,8%,-24%,0%,-1%,-5%
p53 reactivation,.,0%,12%,4%,7%,5%,4%,2%

17) CN(C(=O)c1ccccc1C(=O)OCC(=O)NC(=O)NC(C)(C)C)C1CCCCC1
18) C=CCNC(=O)COc1ccc(Oc2ccccc2)cc1
19) Cc1cc(-c2nnc(SCC(=O)c3ccc4c(c3)OCCO4)o2)no1
20) Cc1nnsc1C(=O)Nc1ccc(S(=O)(=O)N2CCCCC2C)cc1 (stereo not given)
21) CC(=O)Cn1nnc2sc(-c3ccccc3)cc2c1=O
22) CCCCn1c(N)c(N(CCC(C)C)C(=O)c2ccc(C)o2)c(=O)[nH]c1=O
23) Cc1ccccc1N1CCN(C(=O)CCN2C(=O)c3ccccc3C2=O)CC1
24) S=c1[nH]nc(CSc2nc3ccccc3s2)n1C1CCCCC1

assay / compound,17,18,19,20,21,22,23,24
Gal4-VP16 FLuc,10%,-7%,-8%,-19%,-3%,.,-5%,1.3µM*
uPA surface inh,-2%,-2%,5%,-2%,-2%,12%,2%,2%
FLuc counter,-2%,?,1%,1%,?,-2%,17µM*,-6%
MLL CXXC-DNA inh,1%,6%,17%,-10%,4%,.,-4%,-10%
NPC1 promoter act,-5%,9%,-4%,-3%,?,0%,1%,0%
MBNL1-CUG inh,9%,-7%,34%[activator],-4%,?,.,12%,-10%
RORgamma inh,20%,2%,2%,31%,-14%,.,13%,0.2µM*
BRCA1 expr up,-23%,-10%,-6%,-31%,?,9%,22%,-1%
Rab9 prom act,8%,?,-2%,-4%,?,-12%,17%,2%
ELG1 genotoxic,5%,-3%,3%,1%,?,0%,5%,-8%
p53 reactivation,5%,8%,16%,0%,23%,-3%,5%,-3%

25) COc1cc2nc(N(C)C)nc(N)c2cc1OC
26) CC1=NN(/C(=N\c2nnc(C)s2)Nc2ccc(C(C)(C)C)cc2)[C@H](c2ccc(C)cc2)S1
27) COc1cccc(-n2nc(C(=O)Nc3ccc4c(c3)OCO4)c3ccccc3c2=O)c1
28) O=C(O)c1cccc(CSc2n[nH]c(-c3ccc(Cl)cc3Cl)n2)c1
29) CS(=O)(=O)N1CCN(C(=O)CCC2CCCC2)CC1
30) CCOC(=O)N1CCN(C(=O)CSc2nnc(C3COc4ccccc4O3)o2)CC1 (stereo not given)
31) COC(=O)/C=C(\C)N=Nc1c(O)[nH]c2ccccc12
32) CN1CCN(C(=O)C2=C[C@H](c3coc4ccccc4c3=O)C[C@H](OCCCCO)O2)CC1

assay / compound,25,26,27,28,29,30,31,32
Gal4-VP16 FLuc,-29%,?,2%,3%[10 µM],-4%,9%,-10%,2%
uPA surface inh,-19%,-14%,-1%,-1%,-1%,4%,1%,10%
FLuc counter,4%,-3%,1%,27µM*,-1%,6%,24µM*,0%
MLL CXXC-DNA inh,?,?,23%,-5%,0%,-5%,21%,-7%
NPC1 promoter act,-7%,-5%,-5%,-2%,-3%,-6%,2%,2%
MBNL1-CUG inh,-3%,?,0%,-9%,-3%,-11%,16%,4%
RORgamma inh,-33%,18µM*,1%,-1%,27%,12%,11%,-16%
BRCA1 expr up,-71%,-41%,-14%,-23%,-7%,9%,-50%,18%
Rab9 prom act,-22%,0%,-8%,-1%,5%,-11%,0%,5%
ELG1 genotoxic,?,-5%,-13%,7%,1%,5%,3%,8%
p53 reactivation,-10%,5%,-7%,0%,5%,-3%,4%,-2%

33) COc1ccc(C2c3ccc(O)cc3Oc3ncn(Cc4ccco4)c(=N)c32)cc1 (stereo not given)
34) CC(CC(=O)N1CCc2ccccc21)S(=O)(=O)c1ccc2c(c1)NC(=O)CO2 (stereo not given)
35) O=C(NC(=S)Nc1ccc(Br)cc1)C1CCC1
36) COc1ccc(OC)c(NC(=O)CCCc2ccccc2)c1
37) O=C1c2oc3ccccc3c(=O)c2C(c2cccc(O)c2)N1c1ccccn1 (stereo not given)
38) O=C(NCC1CCCO1)[C@@H]1CSC2c3ccccc3C(=O)N21 (stereo not given in full)
39) O=C(OCn1nnc2ccccc2c1=O)c1ccc2c(=O)n3c(nc2c1)CCC3

assay / compound,33,34,35,36,37,38,39
Gal4-VP16 FLuc,23%,-5%,7.9µM*,.,-2%,6%,-12%
uPA surface inh,4%,4%,4%,4%,16%,7%,8%
FLuc counter,0%,-2%,19µM*,1%,-1%,-2%,-2%
MLL CXXC-DNA inh,-15%,-16%,14%,-1%,-7%,-7%,7%
NPC1 promoter act,-4%,6%,23%,-4%,2%,8%,-1%
MBNL1-CUG inh,-2%,-1%,3%,-6%,8%,-3%,-1%
RORgamma inh,8%,-3%,6.3µM*,.,?,-10%,-2%
BRCA1 expr up,-17%,14%,?,22%,-2%,-4%,10%
Rab9 prom act,-1%,0%,17%,0%,-2%,12%,3%
ELG1 genotoxic,-2%,-1%,?,1%,-7%,-12%,3%
p53 reactivation,-4%,-1%,?,.,-2%,3%,7%

# Source: PubChem BioAssay (National Center for Advancing Translational Sciences (NCATS))
